Exocytosis inh: LAMP-1 surface exposure blockers, TALL-104 cells – cell-based, flow cytometry, MLPCN library, primary screen | TALL-104 LAMP-1 surface exposure; cells stimulated with thapsigargin and PMA | inhibition, % at 10 µM | 360,000 tested, 0.66% active | AID 651702, 2012;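 active means inhibition above about 55%, limit read from the data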
H9c2 protect: cardioprotection against H2O2-induced cell death, primary screen, uHTS, H9c2 cells, ATPLite luminescence; protection from H2O2 cell death, % at 20 µM; H9c2 cardiomyocytes, H2O2 injury protection, 2 h; 360,000 tested, 0.63% active;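 active means compounds giving at least 50% protection of heart cells from peroxide-induced death in the single-dose screen, raw or plate-pattern-corrected value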;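 further: 0% = DMSO wells with peroxide and 100% = DMSO wells without peroxide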
PDI inh: inhibitors of human PDI, primary screen, biochemical, turbidity, single point, plate reader; Protein disulfide-isomerase (Homo sapiens), P07237; PDI insulin aggregation turbidity, A650, 90 min; inhibition, % at 10 µM; 350,000 tested, 0.052% active;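 active means mean inhibition across replicates of 30% or more, whatever share of single replicates reach that level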;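 further: absorbance from insulin aggregation driven by PDI reduction with DTT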
MC4R barr agon: MC4R agonists recruiting beta-arrestin, primary screen, cell-based, luminescence, agonist arm of biased-ligand search; Melanocortin receptor 4 (Homo sapiens), P32245; U2OS MC4R beta-arrestin complementation; percent of melanotan II response, DMSO zero; activation, % at 8.9 µM; 360,000 tested, 0.98% active; AID 540308, 2011;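 active means activation above a per-plate cutoff, the mean activation of sample wells on that plate plus 3 SD, cut at about 8% in these data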
HTR2A ag: mouse Htr2a agonists via beta-arrestin recruitment, primary screen, cell-based, luminescence | activation, % at 7.6 µM | CHO-K1 mHTR2A beta-arrestin complementation; percent of 30 µM serotonin response | 5-hydroxytryptamine receptor 2A (Mus musculus), P35363 | 360,000 tested, 0.66% active | AID 624169, 2012;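 active means activation above a run cutoff, the mean activation of all tested compounds plus 3 SD, cut at about 14% in these data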;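 further: 0% = plate median of compound wells and 100% = 30 µM serotonin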
CaV13 FRET inh: Disruptors of the CACNA1D IQ motif to Ca2+-dependent inactivation inhibitor domain association, primary screening, Förster resonance energy transfer in intact living …; HEK cells, CFP/YFP FRET ICDI-IQ, plate reader, 10 min; percent FRET-ratio fall versus neutral wells; inhibition, % at 12.3 µM; 340,000 tested, 0.098% active; AID 743397;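 active means mean replicate inhibition of at least 30% and at least 1% of replicates passing that level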;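 further: 0% = median of the neutral control wells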
MC4R antag cAMP: MC4R antagonists of cAMP signaling, primary screen, cell-based, TR-FRET, antagonist arm of biased-ligand search. AID 540295, 2011. MC4R-expressing cells, MTII-stimulated cAMP, LANCE TR-FRET. 360,000 tested, 0.48% active. inhibition, % at 6.5 µM. Melanocortin receptor 4 (Homo sapiens), P32245;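 active means inhibition above its plate's cutoff, the mean of tested wells on that plate plus 3 SD, cut at about 29% in these data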;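 further: 0% = Melanotan II alone and 100% = Melanotan II plus saturating MCL0020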
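System: U2OS cells stably expressing human melanocortin 4 receptor (MC4R). Reagent: Melanotan II challenge after compound preincubation. Doses: 6.5 µM. Times: 30-min compound, 1-h challenge, 1-h detection, room temperature. Measured by: TR-FRET with Eu-cAMP and labeled anti-cAMP, 671 nm. Replicates: singlicate.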
N-glyco inh: increase of ERlucT glycosylation luciferase signal, primary screen, N-linked glycosylation inhibitor project, D54 ERlucT cells, luminescence, set 2. D54 ERlucT glycosylation luciferase reporter, 24 h; percent of 100 nM tunicamycin response. AID 588692, 2011. reporter increase, % at 12.5 µM. 360,000 tested, 0.23% active;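 active means mean luciferase reporter signal, scaled so untreated is 0 and the glycosylation-blocking control 100, at or above a set limit in every replicate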;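 further: luciferase carries N-glycosylation sites so blocking glycosylation raises the light; 0% = median of neutral control wells and 100% = median of 100 nM tunicamycin wells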
ABCB6 inh 2: ABCB6 transporter inhibitors, primary screen, K562-ABCB6 cells, flow cytometry, MLPCN library | fluorescence ratio to DMSO, % at 10 µM | 360,000 tested, 0.19% active | K562-ABCB6 porphyrin accumulation, 1 h; stronger effect = lower value | AID 602162, 2011;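 active means fluorescence ratio to DMSO below 75%, the collection mean minus 3 SD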;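 further: signal is porphyrin accumulated inside mitochondria; 100% equals median channel fluorescence of DMSO control wells; lower ratio means ABCB6 inhibition with less porphyrin fluorescence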
Target sequence (Q9NP58 whole entry, looked up): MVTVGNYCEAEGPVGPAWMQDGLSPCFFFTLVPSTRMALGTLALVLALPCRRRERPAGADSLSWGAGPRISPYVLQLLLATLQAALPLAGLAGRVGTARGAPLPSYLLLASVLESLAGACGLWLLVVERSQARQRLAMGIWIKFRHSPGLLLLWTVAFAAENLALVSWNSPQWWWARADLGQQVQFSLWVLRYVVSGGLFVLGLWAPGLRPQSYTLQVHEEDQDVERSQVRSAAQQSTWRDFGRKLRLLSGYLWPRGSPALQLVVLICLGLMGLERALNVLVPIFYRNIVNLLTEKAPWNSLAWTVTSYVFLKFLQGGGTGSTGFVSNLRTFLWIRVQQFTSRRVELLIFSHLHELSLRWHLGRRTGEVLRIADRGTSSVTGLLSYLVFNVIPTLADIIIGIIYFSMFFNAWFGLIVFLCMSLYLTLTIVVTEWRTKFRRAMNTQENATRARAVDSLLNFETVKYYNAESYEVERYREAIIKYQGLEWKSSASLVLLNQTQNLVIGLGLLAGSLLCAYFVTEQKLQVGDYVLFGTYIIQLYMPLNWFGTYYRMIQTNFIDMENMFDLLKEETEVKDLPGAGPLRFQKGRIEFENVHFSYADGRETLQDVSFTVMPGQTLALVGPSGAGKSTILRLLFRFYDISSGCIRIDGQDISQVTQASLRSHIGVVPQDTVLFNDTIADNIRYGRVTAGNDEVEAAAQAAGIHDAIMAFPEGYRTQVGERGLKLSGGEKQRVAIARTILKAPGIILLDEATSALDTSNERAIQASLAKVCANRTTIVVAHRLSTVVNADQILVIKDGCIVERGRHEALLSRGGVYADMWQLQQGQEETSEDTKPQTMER
ABHD5 PLIN5 PPI: ABHD5-PLIN5 interaction inhibitors, primary screen, cell lysate, split luciferase complementation, luminescence; Split G. princeps luciferase complementation, 4 h; AID 602281, 2012; inhibition, % at 4 µM; Perilipin-5 (Homo sapiens) + 1-acylglycerol-3-phosphate O-acyltransferase ABHD5 (Homo …; 360,000 tested, 0.78% active;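 active means inhibition above the mean inhibition across every tested compound plus 3 SD, cut at about 22% in these data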;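 further: 0% = DMSO only wells and the 100% control is not disclosed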
Starred values were filed as active, the others as inactive; x = not tested or not shown. This is a random part of the collection; any-hit rate near 4.2%.

Under each structure: Exocytosis inh	H9c2 protect	PDI inh	MC4R barr agon	HTR2A ag	CaV13 FRET inh	MC4R antag cAMP	N-glyco inh	ABCB6 inh 2	ABHD5 PLIN5 PPI
> Cc1ccc(S(=O)(=O)N(C)C)cc1NC(=S)N1CCCCC1CO (centres undefined)
  -1	-8	-1	-2.5	3	-5	18	3	89	-1
> CSc1nc2ccccc2c(=O)n1N
  2	-1	1	-1.6	0	x	17	1	99	3
> CCCCc1nc2cc(C(=O)N3CCCC3)ccc2o1
  -1	-2	6	-2.8	0	-6	7	-2	98	-6
> CCC(C(=O)n1cccc1C#N)c1ccccc1C (centres undefined)
  70*	3	-7	-0.4	3	-5	5	-11	100	0
> Cc1ccc2nc(-c3cccc(Br)c3)cc(C(=O)NCC3CCCO3)c2c1 (centres undefined)
  23	14	7	2.4	-4	-13	0	2	94	10
> Cc1nc2sccn2c(=O)c1S(=O)(=O)NCc1ccccc1
  -13	-4	x	0.8	-4	8	9	4	98	-8
> CCOC(=O)CCCNC(=O)CCNC(=O)c1ccc(OCC)cc1
  1	4	0	-0.2	2	x	2	3	101	8
> COc1cc(/C=N/NC(=O)CCn2c3ccccc3c3ccccc32)cc(OC)c1OC
  0	4	-6	7.3	-1	1	-7	-1	99	-1
> O=C(N/N=C/c1ccncc1)c1ccc(NC(=O)c2cccc(Cl)c2)cc1
  1	7	3	-1.6	-4	-5	10	-3	101	3
> CCO/C=C/C(O)(CNC(=O)c1ccc(C(C)(C)C)cc1)C(F)(F)F (centres undefined)
  42	-7	15	2.4	2	-2	0	-1	102	-14
> Cc1cc(OC(C)C(=O)NCc2cccnc2)c2c(C)cc(=O)oc2c1 (centres undefined)
  6	-1	0	-1.1	-2	-15	13	5	104	3
> O=C(C1CCCN(S(=O)(=O)c2ccccc2)C1)N1CCN(c2ccccc2)CC1 (centres undefined)
  6	-5	-8	0.3	-2	x	-4	0	96	-5
> Cc1ccc(S(=O)(=O)NC(=O)C2(C)CCN2C(=O)c2c(C)noc2C)cc1 (centres undefined)
  -3	-1	1	-1.2	2	-5	13	1	98	-6
> c1ccc(-n2ncc3c(N4CCCC4)ncnc32)cc1
  3	-13	11	-0.4	3	-3	0	-15	99	-8
> CC(Sc1ccccc1)C(=O)Nc1ccccc1C(=O)N1CCOCC1 (centres undefined)
  3	6	2	-1.0	-1	x	-1	-4	104	-2
> CCCN1CCN(CCCNC(=O)c2ccc3c(c2)NC(=O)c2ccccc2S3)CC1
  11	-1	4	-1.2	-1	-5	3	0	109	-1
> CCOC(=O)c1c(NC(=O)CSc2n[nH]c(-c3ccco3)n2)sc(C)c1C
  4	3	0	1.5	1	-5	1	-1	98	-5
> CC(CNS(=O)(=O)c1ccccc1)Sc1ncccn1 (centres undefined)
  -1	6	3	1.0	-6	-2	0	0	96	-5
> O=C(O)c1ccc(Br)cn1
  -1	0	8	-1.5	-2	-3	5	2	101	4
> COC(=O)c1ccc(C2C3=C(Nc4nnnn42)c2ccccc2OC3)cc1 (centres undefined)
  -1	-2	8	-0.6	-2	-4	4	2	102	10
> C=CCn1c(O)c(N=NC(=O)C(O)c2ccccc2)c2ccccc21 (centres undefined)
  -11	5	-3	3.7	3	0	-11	0	94	-4
> O=C(CCC1CCCN(C(=O)C2=CCCCC2)C1)N1CCN(c2ccccn2)CC1 (centres undefined)
  1	9	2	-0.7	-2	1	8	-2	96	2
> CC(=O)NC1(c2ccc(F)cc2)CCN(C(=O)c2c(F)cccc2F)CC1
  4	3	2	-2.9	-3	-8	2	0	101	-3
> O=C(CSc1nnc(-c2cccnc2)n1Cc1ccco1)c1ccc(Cl)cc1
  0	-2	-3	0.7	13	-5	-1	-1	105	23*
> COc1ccc(N/N=C(\C#N)C(=N)SCc2ccccc2)cc1
  4	-27	7	-0.8	2	-5	-15	3	97	39*
> CC(C)n1nnnc1-c1cc(Cl)cc(Cl)c1
  4	-2	0	0.3	0	-3	15	4	99	7
> CC(C)COc1ccc(C(=O)OCCN2CCCCC2)cc1
  -3	-3	3	-0.5	-2	-18	6	-5	99	2
> COc1cc(/C=N/NC(=O)c2ccc3ccccc3c2)ccc1Oc1ccc([N+](=O)[O-])cn1
  -1	-2	-10	-1.4	-2	-19	2	-7	96	1
> CCc1ccc(C(=O)NNC(=O)CCc2nc3ccccc3c(=O)[nH]2)cc1
  1	36	8	-0.3	-2	-6	10	-1	90	2
> O=[N+]([O-])c1ccc(OS(=O)(=O)Cc2ccccc2)cc1
  1	4	-2	-0.9	1	-4	-1	0	105	-4
> NC(N)=N/N=C/c1ccc(OCc2ccc(Cl)cc2Cl)cc1
  34	-24	-4	3.6	-6	-8	9	-6	98	5
> CCc1nc(N)c(C#N)c(-c2cccn2C)c1C
  1	-3	-13	-2.0	-2	-4	-1	1	103	-1
> C[C@]12c3[nH]c4cc(-c5ccco5)ccc4c3CCN1C(=O)[C@@H](CC(=O)NCCN1CCOCC1)C[C@@H]2C(=O)N1CCCCC1
  -8	0	9	-0.2	1	-2	8	-2	97	-1
> COc1ccc(NC(=O)c2onc(C)c2Cl)cc1
  4	-5	-3	-1.1	1	-4	10	1	101	3
> CN(c1ccc(OCC(=O)O)cc1)S(=O)(=O)c1ccc2ccccc2c1
  6	10	3	-1.4	4	-21	3	2	95	2
> COC(=O)c1ccn(C(=O)c2ccc(Cl)cc2)n1
  10	-1	0	-1.2	4	-8	3	1	98	4
> CC1(C)N=C(SCC(=O)Nc2ccc(Cl)cc2)C(c2ccc(Cl)cc2)=N1
  9	-7	-10	-0.5	4	-3	0	4	89	-22
> CC(C)(C)CC(=O)NCCCCCCNC(=O)CC(C)(C)C
  -5	2	9	-1.4	1	-5	7	0	96	1
> CC(C)OC(=O)CSc1nnc(-c2ccccn2)n1-c1ccccc1
  3	15	1	-1.5	0	x	-4	1	98	-2
> COc1ccc(-c2cn3cccnc3n2)cc1NC(=O)C(C)Oc1ccccc1 (centres undefined)
  5	21	-5	1.2	13	-4	16	0	96	14

Compound profiles, as listed above. Order of screens: Exocytosis inh, H9c2 protect, PDI inh, MC4R barr agon, HTR2A ag, CaV13 FRET inh, MC4R antag cAMP, N-glyco inh, ABCB6 inh 2, ABHD5 PLIN5 PPI
Cc1ccc(S(=O)(=O)N(C)C)cc1NC(=S)N1CCCCC1CO (centres undefined) in the list: -1, -8, -1, -2.5, 3, -5, 18, 3, 89, -1
Cc1cc(OC(C)C(=O)NCc2cccnc2)c2c(C)cc(=O)oc2c1 (centres undefined) in the list: 6, -1, 0, -1.1, -2, -15, 13, 5, 104, 3

The results go on.
Under each structure: Exocytosis inh	H9c2 protect	PDI inh	MC4R barr agon	HTR2A ag	CaV13 FRET inh	MC4R antag cAMP	N-glyco inh	ABCB6 inh 2	ABHD5 PLIN5 PPI
> C=CS(=O)(=O)N(Cc1ccccc1Br)[C@H](CO)Cc1ccccc1
  -13	-11	6	3.0	5	-5	0	-2	103	4
> O=C1CNc2ccc(C(=O)N3CCN(c4ccccn4)CC3)cc2N1
  -2	7	8	-3.0	0	-16	-1	0	105	2
> O=C(c1ccccc1)N1CCN(C2c3cccc4cccc(c34)C2NS(=O)(=O)c2ccccc2)CC1 (centres undefined)
  10	6	6	0.0	3	-6	13	-6	90	3
> COCOc1ccc(C2CC(=O)c3c(OCOC)cc(OCOC)cc3O2)cc1 (centres undefined)
  -5	-9	x	0.4	-2	x	6	1	99	-1
> CC1=NN(c2ccccc2C(=O)O)C(=O)C1N=Nc1ccccc1 (centres undefined)
  -6	-6	9	-0.9	3	-20	6	0	97	-1
> O=C(N1CCCCC1)N1CCN(S(=O)(=O)c2ccccc2)CC1
  -1	3	0	-1.1	-1	-3	8	0	103	1
> CCOc1ccc(NC(=O)CCC(=O)Nc2cc(OC)c(NC(=O)c3ccco3)cc2OC)cc1
  0	-8	-14	-2.4	1	-4	4	1	93	0
> COc1cccc(CNCc2cc(OC)cc(OC)c2)c1
  -1	-3	-19	0.4	-4	-2	-4	-2	106	3
> CN(CC(=O)Nc1ccccc1C(F)(F)F)C(=O)CCc1nc2sc3c(c2c(=O)[nH]1)CCCC3
  -8	18	-2	-1.6	3	-5	10	-1	100	-5
> CC(C)CCOc1ccc(C2=NNC(=O)CC2)cc1
  -1	-4	-6	0.0	2	-5	12	0	99	2
> CC1CCCN(Cc2nc3c(c(=O)n(C)c(=O)n3C)n2CCCc2ccccc2)C1 (centres undefined)
  -2	55*	-2	1.0	-2	-6	12	-4	118	11
> C=CCSc1nc2c(cnn2-c2ccccc2)c(=O)n1N
  -10	-7	-2	-0.1	-1	-5	-5	-9	104	0
> O=C(NNC(=S)NCCc1ccccc1)c1ccc(Br)s1
  1	-14	-18	-1.8	-4	-2	-2	0	103	-8
> CCOC(=O)N1CCC(N2CCCC(C(=O)c3ccccc3OC)C2)CC1 (centres undefined)
  4	10	-1	-1.2	27*	-6	-1	2	104	3
> Cc1ccc(NC(=O)CN(C)C(=O)COC(=O)CNS(=O)(=O)c2ccc(Br)cc2Cl)cc1
  -4	-5	0	-4.0	-6	-7	7	2	94	4
> CSCCCNC(=O)c1ccc(OC2CCN(C(=O)c3cccnc3)CC2)cc1
  -3	-1	-2	-0.5	2	-1	6	-1	95	1
> Cc1ccc2nsnc2c1S(=O)(=O)N1CCN(C)CC1
  1	-5	3	-1.2	3	-6	3	2	91	3
> CN(C)CCN(C)C1CN(Cc2ccccc2)S(=O)(=O)C1 (centres undefined)
  2	1	x	x	0	-11	x	1	113	2
> COc1ccc(OC)c(NC(=O)C2C3C=CC(C3)C2C(=O)NCc2cccnc2)c1 (centres undefined)
  0	5	-10	-1.0	-1	-4	11	-1	105	2
> O=C(CCNS(=O)(=O)c1cccc2nonc12)NC1CCCc2ccccc21 (centres undefined)
  2	-4	-1	-0.6	0	-5	5	-3	92	1
> C=CCSC1=N/C(=C\c2cccnc2)C(=O)N1c1ccc(OC)cc1
  -2	-5	7	2.1	-5	-2	8	-2	100	3
> COc1ccccc1Cc1c(-c2ccc(F)cc2)nc2ccc(Cl)cn12
  2	1	x	x	-1	-3	x	0	95	1
> COC(=O)CCC(=O)c1oc2ccc(Br)cc2c1N
  0	-9	8	1.1	-2	-4	-16	1	84	6
> CN(C)CCCN(C(=O)c1ccc2c(c1)CCCC2)c1nc2cc3c(cc2s1)OCO3
  10	-9	7	8.6*	-8	-2	-4	-11	104	19

Screens as filed in PubChem.
